High-throughput results deposited in PubChem BioAssay by National Center for Advancing Translational Sciences (NCATS).
Pin1 inhibitor = blocks the human prolyl isomerase Pin1; Q13526; Pin1 FP peptide displacement, HiFluor488, 10 min; Potency, µM (titrated, usually from 115 µM), for the others: top-dose activity, negative = inhibition, hits mostly inhibitors; actives 0.009% (n = 390,000); active = well fitted inhibition curve with a large enough effect in the polarisation, with a control signal flat, not every such curve was filed as active; inconclusive = small, poorly fitted or top-dose-only effect, or effect the other way, or a change in a side signal; inactive = no such curve, though single readings can be large or run the other way; the % refers to the polarisation; note: % is set by controls: 0 for no effect and ±100 for the full control effect
BAZ2B inh = inhibitors of human BAZ2B bromodomain | AlphaScreen BAZ2B-H3K14Ac peptide displacement | actives 4.4% (n = 360,000) | AID 504333 | Potency, µM (doses to about 114 µM), without a hit: top-dose activity change, negative = inhibition, usual class: inhibitors | Q9UIF8; note: % is set by controls: 0 for no effect and ±100 for the full control effect; nearly all actives have a fitted effect of over 60% in size
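AlphaScreen displacement: compounds (up to 110uM) incubated 30 min at room temperature with a preformed 50 nM BAZ2B/50 nM biotinylated H3K14Ac peptide complex in PBS pH 7.4 with Tween-20. Donor and acceptor beads at 10 ug/mL final added, 20 min light-protected before reading.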
JMJD2A Tudor inh = inhibitors of human JMJD2A Tudor domain; Potency, µM (doses to about 114 µM), for the others: top-dose activity change, negative = inhibition, usual class: inhibitors; O75164; actives 4.4% (n = 390,000); AlphaScreen JMJD2A-Tudor / H3K4me3 peptide binding; note: % is set by controls: 0 for no effect and ±100 for the full control effect; nearly all actives have a fitted effect of over 50% in size
Target sequence (O75164 whole entry, looked up, the tested form may be a part): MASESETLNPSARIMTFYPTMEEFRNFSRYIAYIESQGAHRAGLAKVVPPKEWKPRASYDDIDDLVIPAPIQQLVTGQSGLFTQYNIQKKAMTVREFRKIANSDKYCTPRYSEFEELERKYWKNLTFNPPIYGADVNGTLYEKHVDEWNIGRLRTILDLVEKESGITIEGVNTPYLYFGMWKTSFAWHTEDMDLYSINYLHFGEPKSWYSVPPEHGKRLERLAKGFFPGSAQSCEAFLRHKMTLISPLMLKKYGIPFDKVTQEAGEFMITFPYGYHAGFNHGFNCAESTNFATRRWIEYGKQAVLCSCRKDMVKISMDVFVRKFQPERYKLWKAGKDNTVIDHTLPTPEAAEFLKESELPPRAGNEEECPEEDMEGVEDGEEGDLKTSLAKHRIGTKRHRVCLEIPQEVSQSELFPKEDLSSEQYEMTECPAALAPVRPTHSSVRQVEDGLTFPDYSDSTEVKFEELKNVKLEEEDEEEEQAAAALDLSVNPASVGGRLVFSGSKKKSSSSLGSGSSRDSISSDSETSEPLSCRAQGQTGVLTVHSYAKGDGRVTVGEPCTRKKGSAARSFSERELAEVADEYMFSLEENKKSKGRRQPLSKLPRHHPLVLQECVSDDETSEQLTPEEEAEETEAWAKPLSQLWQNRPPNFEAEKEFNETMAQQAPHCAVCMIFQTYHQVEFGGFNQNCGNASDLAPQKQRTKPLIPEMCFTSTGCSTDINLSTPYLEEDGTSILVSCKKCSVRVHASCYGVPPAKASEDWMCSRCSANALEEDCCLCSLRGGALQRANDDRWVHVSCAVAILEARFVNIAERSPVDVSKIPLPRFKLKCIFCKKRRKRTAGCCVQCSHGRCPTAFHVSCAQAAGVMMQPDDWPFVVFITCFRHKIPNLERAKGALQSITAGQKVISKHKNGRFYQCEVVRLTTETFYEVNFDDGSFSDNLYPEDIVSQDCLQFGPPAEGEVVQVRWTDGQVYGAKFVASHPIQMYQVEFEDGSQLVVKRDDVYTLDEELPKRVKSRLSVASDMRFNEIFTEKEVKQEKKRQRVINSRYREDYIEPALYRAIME
Pol iota inh = DNA polymerase iota (human) inhibition | Pol iota fluorescent replication assay, 10 min | Potency, µM (series often up to 115 µM), for the others: at the highest dose activity, negative = inhibition, hits mostly inhibitors | Q9UNA4 | AID 588590 | actives 1% (n = 390,000)
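Pol iota at 10 nM preincubated 15 min with compounds at room temperature; reaction started with fluorescent substrate, 50 nM final. Fluorescence read kinetically at 0 and 10 min; buffer-only wells as negative control.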
GLS inh = inhibitors of human glutaminase (GLS); actives 0.21% (n = 410,000); AID 624170; Potency, µM (top dose mostly 45.5 µM), without a hit: at the highest dose activity change, negative = inhibition, usual class: inhibitors; O94925; GLS enzymatic activity, qHTS titration; note: % is set by controls: 0 for no effect and ±100 for the full control effect
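Compounds were pin-transferred onto hKGA, after which L-glutamine (1 mM solution) and a detection mix of glutamate oxidase, HRP and Amplex Red were added. Initial and 30 min RT fluorescence reads were collected.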
Tb PGK inh = T. brucei PGK inhibition; PGK/GAPDH coupled, Kinase-Glo luminescence, 60 min; AID 602233; Potency, µM (highest dose often 57.5 µM), inactives show at the top dose activity change, negative = inhibition, usual class: inhibitors; actives 0.043% (n = 380,000); note: % is set by controls: 0 for no effect and ±100 for the full control effect; nearly all actives have a fitted effect of over 60% in size
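Luminescent ATP detection (Kinase-Glo Plus) follows a 60-minute room-temperature incubation, with wells lacking PGK as controls. Buffer: 100 mM TEA (pH 7.6), 5 mM MgCl2, 0.01% Tween-20. Coupling enzyme GAPDH (100 nM final) supplies unstable 1,3-BPG in-well.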
G9a inh = blocks human histone lysine methyltransferase G9a; Q96KQ7; G9a H3K9 monomethylation, AlphaScreen, 2 h; Potency, µM (highest dose often 102 µM), without a hit: at the top dose activity, negative = inhibition, actives largely listed as inhibitors; actives 8.8% (n = 350,000); note: % is set by controls: 0 for no effect and ±100 for the full control effect; nearly all actives have a fitted effect of over 75% in size
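Enzyme 20 nM + cpd, 15 min RT; add b-H3K9 pep 500 nM / SAM 20 uM; 2 h RT; anti-H3K9me1 Ab 0.5 ug/mL + SA donor / anti-rabbit acceptor beads 20 ug/mL each, 10 min; AlphaScreen read.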
BLM helicase inh = inhibitors of human Bloom syndrome helicase BLM; P54132; recombinant BLM DNA unwinding, fluorescence dequenching; Potency, µM (highest dose often 56.1 µM), without a hit: at the highest dose activity change, negative = inhibition, hits mostly inhibitors; actives 0.2% (n = 350,000); AID 2528;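 note: plate controls were vehicle for no effect and no enzyme for full effect; nearly all actives have a fitted effect of over 35% in size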
HP1b binding inh = inhibitors of HP1-beta chromodomain binding to methylated histone tails | P83916 | AlphaScreen HP1-beta / biotin-H3K9me3 peptide binding | Potency, µM (highest dose often 114 µM), inactives show top-dose activity change, negative = inhibition, hits mostly inhibitors | actives 0.56% (n = 390,000); note: nearly all actives have a fitted effect of over 70% in size; inactives centre near 23
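HP1-beta protein (50 nM final) preincubated 30 min at room temperature with biotinylated H3(1-18)K9me3 peptide (50 nM) in PBS pH 7.4, 0.01% Tween-20, then compound added for 30 min. AlphaScreen streptavidin donor/nickel chelate acceptor beads (10 ug/mL final), 30 min dark, luminescence read.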
* = called active by the depositor; i = inactive; ? = inconclusive; nt = not tested or not shown; & = joins results of further samples; [ ] = another dose, or the depositor's remark. Unless noted, calls come from the whole dose curve; as a rule, active = well fitted curve in the direction sought with a large enough effect; inconclusive = small, poorly fitted or top-dose-only effect, or another doubt; inactive = no such curve, though single readings can be large; an effect the other way counts as inactive or inconclusive. Potency is the fitted concentration of half-maximal effect.

Preview, two compounds:
cpd | SMILES | Pin1 inhibitor | BAZ2B inh | JMJD2A Tudor inh | Pol iota inh | GLS inh
1 | Cc1ccc(NP(=O)(Oc2ccccc2F)Oc2ccccc2F)cc1C | -17.8% | -0.5% | -6.1% | 89.1µM* | 10.2%
2 | OCCNCCc1c[nH]c2ccc(OCc3ccccc3)cc12 | 2.5% | ? | 39.8µM* | ? | 3.4%

cpd | Tb PGK inh | G9a inh | BLM helicase inh | HP1b binding inh
1 | 7.4% | -0.3%[59 µM] | -9.7% | 19.7%
2 | nt | ? | -3.5% | -8.9%

The whole of this part, previewed entries included:
cpd | SMILES | Pin1 inhibitor | BAZ2B inh | JMJD2A Tudor inh | Pol iota inh | GLS inh
1 | Cc1ccc(NP(=O)(Oc2ccccc2F)Oc2ccccc2F)cc1C | -17.8% | -0.5% | -6.1% | 89.1µM* | 10.2%
2 | OCCNCCc1c[nH]c2ccc(OCc3ccccc3)cc12 | 2.5% | ? | 39.8µM* | ? | 3.4%
3 | CN1/C(=C\C=C2C(=O)NC(=S)NC2=O)C(C)(C)c2ccccc21 | nt | ? | -25.9% | -9.4% | 11.4%
4 | CCCCn1c(O)c(C(C)=NCc2ccc(F)cc2)c(=O)[nH]c1=O | -0.2% | 5.1% | 3.0% | 3.4% | -7.3%
5 | CCSC(=O)N1CCCCCC1 | -4.7% | 1.6% | -1.4% | -7.9% | 0.5%
6 | CN1C[C@@H](CO)C=C2c3cccc4[nH]cc(c34)CC21 (stereo partly drawn) | -12.2% | nt | -9.7% | 50.7%[activator] | nt
7 | Cn1c(O)c(C(=O)c2ccccc2F)c(=O)n(C)c1=O | -1.3% | -29.5% | -17.2% | ? | -1.8%
8 | COc1ccccc1NC(=O)N1C[C@@H]2C[C@@H](C1)c1cccc(=O)n1C2 | -2.3% | 8.1% | -14.3% | -0.8% | 21.7%
9 | C=C(C=O)C[C@@H]1C[C@H](O)C2OC3C[C@]4(C)OC5/C=C\CC6OC7C(CC=CCC6OC5CCCC4OC3CC2O1)OC1CC2OC3CC(=O)OC3C[C@@H](C)C[C@@]2(C)OC1C[C@@H]7C (stereo partly drawn) | 0.3% | -0.7% | -15.9% | ? | 2.7%
10 | C[C@]12CCC3C(CC[C@H]4C[C@@H](O)CC[C@]34C)C1CC[C@@H]2OC(=O)[C@H](N)CCCCN (stereo partly drawn) | 0.4% | nt | -15.9% | 15.9% | 5.2%

cpd | Tb PGK inh | G9a inh | BLM helicase inh | HP1b binding inh
1 | 7.4% | -0.3%[59 µM] | -9.7% | 19.7%
2 | nt | ? | -3.5% | -8.9%
3 | -8.0% | ? | -28.7% | -7.3%
4 | -9.3% | 7.4%[59 µM] | -2.6% | 38.8%
5 | -7.8% | -13.3%[0.501 µM] | nt | 30.0%
6 | nt | nt | -3.5%&-10.5% | 44.7%[activator]
7 | -8.7% | 11.2µM* | 1.8% | 27.9%
8 | -2.2% | nt | -1.8% | 13.1%
9 | -8.2% | 14.4%[59 µM] | -2.7% | 12.9%
10 | i | nt | nt | 6.8%

Pulled by structure from the entries so far:
cpd | SMILES | Pin1 inhibitor | BAZ2B inh | JMJD2A Tudor inh | Pol iota inh | GLS inh
2 | OCCNCCc1c[nH]c2ccc(OCc3ccccc3)cc12 | 2.5% | ? | 39.8µM* | ? | 3.4%
5 | CCSC(=O)N1CCCCCC1 | -4.7% | 1.6% | -1.4% | -7.9% | 0.5%
7 | Cn1c(O)c(C(=O)c2ccccc2F)c(=O)n(C)c1=O | -1.3% | -29.5% | -17.2% | ? | -1.8%

cpd | Tb PGK inh | G9a inh | BLM helicase inh | HP1b binding inh
2 | nt | ? | -3.5% | -8.9%
5 | -7.8% | -13.3%[0.501 µM] | nt | 30.0%
7 | -8.7% | 11.2µM* | 1.8% | 27.9%

(next part)
cpd | SMILES | Pin1 inhibitor | BAZ2B inh | JMJD2A Tudor inh | Pol iota inh | GLS inh
11 | NC(=O)Cn1cc(C(=O)c2ccccc2F)c2ccccc21 | -1.0% | 9.0% | -26.8% | 40.3%[activator] | -1.3%
12 | CN1CCN(c2cc(N3CCCC3)c([N+](=O)[O-])cc2F)CC1 | ? | -36.4% | ? | 18.6% | 12.7%
13 | O=C(N/N=C/c1c(O)n(Cc2ccccc2)c(=O)[nH]c1=O)c1ccccc1 | -1.3% | 50.1µM* | ? | -6.6% | 12.4%
14 | CC(=O)Nc1ccc(Nc2c(CCC(C)C)c(C)c(C#N)c3nc4ccccc4n23)cc1 | 8.0% | 0.0% | -13.8% | -25.4% | 4.9%
15 | COc1nc(NC(C)C)nc(N(C#N)CN2C(=O)c3ccccc3S2(=O)=O)n1 | 5.0% | 4.9% | -11.0% | ? | 1.7%
16 | O=[N+]([O-])NC1=NCN(Cc2ccco2)CN1Cc1ccco1 | 15.0% | -10.4% | ? | ? | 34.0%

cpd | Tb PGK inh | G9a inh | BLM helicase inh | HP1b binding inh
11 | -6.6% | 24.1% | 4.3% | 40.6%[activator]
12 | -2.6% | ? | 0.0% | ?
13 | -8.3% | -11.3%[59 µM] | -1.3% | 27.9%
14 | i | -29.5%[59 µM] | -6.2% | 39.6%[activator]
15 | -4.8% | nt | -0.1% | 21.9%
16 | i | -27.5%[59 µM] | -8.8% | ?

Some of the compounds tested, so the mix of outcomes need not match the whole.
